Bioassay records as filed in PubChem.
Coupling enz: qHTS Assay for Inhibitors of Fructose-1,6-bisphosphate Aldolase from Giardia Lamblia: Coupling assay counterscreen | coupling enzyme system counterscreen, AmpLite Red fluorescence | activity change, negative = inhibition, % at 58.2 µM, hits read low | actives 0.67% (n = 290,000); in the data active means activity change below about -30%; further: on the % scale 0 is the no-effect control and ±100 the full control effect
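First, compound is pin-transferred into glyceraldehyde-3-phosphate coupling-enzyme reagent at 57.5 uM final and held 10 min at RT. Next, substrate, coupling system and AmpLite Red are added. After 20 min RT, fluorescence (525/598 nm) is read.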
Menin-MLL TR inh: qHTS Assay for Inhibitors Targeting the Menin-MLL Interaction in MLL Related Leukemias: Competition With Texas Red Labeled MLL-derived Mutant Peptide; O00255; Menin + Texas Red MLL mutant peptide, fluorescence polarization; Potency, µM (top dose mostly 61.6 µM), without a hit: top-dose FP activity change, negative = inhibition, usual class: inhibitors; actives 0.23% (n = 270,000); active means well fitted inhibition curve with a large enough effect in the polarisation, with a control signal flat, not every such curve was filed as active; inconclusive means small, poorly fitted or top-dose-only effect, or effect the other way, or a change in a side signal; inactive means no such curve, though single readings can be large or run the other way; the % refers to the polarisation; further: potency means the concentration at half of the fitted maximal effect; % of control where 0% means no effect; many of its hits are not listed in these tables
Target sequence (O00255 whole entry, looked up): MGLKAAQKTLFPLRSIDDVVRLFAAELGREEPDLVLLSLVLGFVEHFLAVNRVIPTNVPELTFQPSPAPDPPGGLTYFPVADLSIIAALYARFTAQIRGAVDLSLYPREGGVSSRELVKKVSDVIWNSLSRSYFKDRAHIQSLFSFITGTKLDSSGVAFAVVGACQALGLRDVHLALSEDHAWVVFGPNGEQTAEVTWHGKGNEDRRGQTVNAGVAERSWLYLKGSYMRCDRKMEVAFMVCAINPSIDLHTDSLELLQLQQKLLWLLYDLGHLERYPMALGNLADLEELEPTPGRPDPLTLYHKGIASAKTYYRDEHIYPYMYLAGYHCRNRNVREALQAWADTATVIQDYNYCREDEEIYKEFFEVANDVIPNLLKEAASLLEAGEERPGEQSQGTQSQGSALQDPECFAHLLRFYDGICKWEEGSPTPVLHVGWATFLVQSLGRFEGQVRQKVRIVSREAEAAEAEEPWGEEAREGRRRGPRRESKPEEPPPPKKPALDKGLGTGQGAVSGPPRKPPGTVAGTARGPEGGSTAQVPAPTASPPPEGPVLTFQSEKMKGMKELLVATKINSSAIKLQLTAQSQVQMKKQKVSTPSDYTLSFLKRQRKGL
* hit, by the source's call; u = inconclusive; & = joins results of further samples; [ ] = dose if it differs, or a comment. The list is partial; the hit share may differ from the screen's.

SMILES	Coupling enz	Menin-MLL TR inh
N#CCCn1c(=O)cnc2cnc(N3CCNCC3)nc21	1	u
CC1OC(OCC2OC(Oc3c(-c4ccc(O)c(O)c4)oc4cc(O)cc(O)c4c3=O)C(O)C(O)C2O)C(O)C(O)C1O (centres undefined)	-2	4%[24.8 µM]
C=C1C=C(Br)C2(OCCCO2)[C@H]2OC12 (some centres undefined)	-2	-18%[11.7 µM]
O=[N+]([O-])c1cccc2c[nH]nc12	-12	u
COc1ccc2c(=O)c(CC(=O)O)coc2c1	5	0%
COc1cccc(Cn2c(=O)cnc3cnc(Nc4ccccc4)nc32)c1	3	7%
CC(C)C[C@@H](CC(=O)N[C@@H](CCC(=O)O)CC(=O)O)NC(=O)[C@@H]1CNCC[C@H]1NC(=O)C[C@H](CCCN)NC(=O)C[C@H](Cc1ccccc1)NC(=O)[C@@H]1CNCC[C@H]1N	1	4%
CN(C)C(=O)c1ccc(-c2cc(NCc3cccs3)ncn2)cc1	3	-3%
CC(=O)N1CCC2(CC1)CN(c1cccc(-c3ccccc3)c1)C2	-2	11%
O=C(c1cnccn1)N1CCC[C@@]2(CCN(c3cccc(-c4ccccc4)c3)C2)C1	-8	-11%
COC(=O)N1CCc2cc(OC)c(OC)cc2C1Cc1ccc(OC)cc1 (centres undefined)	1	-8%[11.7 µM]
CCCCC[C@H](O)/C=C/C=C\C/C=C\C=C\[C@@H](O)CCCC(=O)O	4	4%
COC(=O)N1CCC2(CCCN(Cc3ccccc3OC)C2)CC1	4	-8%
Nc1c(O)cccc1C(=O)C[C@@H](N)C(=O)O	0	0%[24.8 µM]
COc1cccc(Cn2c(=O)c(-c3ccc(Cl)cc3)nc3cnc(N4CCN(C)CC4)nc32)c1	-8	-3%
Cc1cc([C@](C)(N)C(=O)O)ccc1P(=O)(O)O	-1	-9%[24.8 µM]
C/C=C/c1ccc2oc(-c3ccc(O)cc3)c(C)c2c1	3	u
O=c1c(-c2cccs2)nc2cncnc2n1Cc1ccccc1	6	1%
COc1ccc2c(c1)O[C@H](c1ccc3c(c1)OCO3)[C@@H](OC(=O)Nc1ccc(C)c(Br)c1)C2=O	0	-7%
CCC1(c2ccc(O)cc2)NC(=O)N(C)C1=O (centres undefined)	-1	8%

Ordered by length of the SMILES (lowest first): part of the list above.
SMILES	Coupling enz	Menin-MLL TR inh
CCC1(c2ccc(O)cc2)NC(=O)N(C)C1=O (centres undefined)	-1	8%
CN(C)C(=O)c1ccc(-c2cc(NCc3cccs3)ncn2)cc1	3	-3%
COc1cccc(Cn2c(=O)cnc3cnc(Nc4ccccc4)nc32)c1	3	7%

More records:
SMILES	Coupling enz	Menin-MLL TR inh
C=C(C)C(=O)c1cccs1	3	-14%
COc1ccc(-c2nnc3n2N=C(c2c(OC)cccc2OC)CS3)c(OC)c1	-1	-4%
CCCNC(=O)OC[C@@H]1O[C@H](CCO/N=C(\C)CCC(=O)OC[C@@H]2O[C@H](C#Cc3ccccc3)C=C[C@@H]2Oc2ccc(C)cc2)C=C[C@@H]1Oc1ccc(OC)cc1	2	-10%[11.7 µM]
CC(C)c1c(O)ccc2c1CCC1C(C)(C)CCC[C@@]21C (some centres undefined)	7	55%[activator]
CCCCC[C@H](O)/C=C/C=C/C=C/[C@H](O)C/C=C\CCCC(=O)O	-13	-5%
COc1ccc(C(=O)c2ccccc2)c(O)c1O	-7	-10%
CC(C)C[C@@H](CC(=O)N[C@@H](CCC(=O)O)CC(=O)O)NC(=O)[C@@H]1CNCC[C@H]1NC(=O)C[C@H](CCCN)NC(=O)C[C@H](CO)NC(=O)[C@@H]1CCCC[C@H]1N	3	4%
CC(=O)OC[C@@H]1O[C@H](C/C=N\O[C@@H](C)c2cc(-c3c(C)cc(C)cc3C)no2)C=C[C@@H]1OC(C)=O	0	4%[11.7 µM]
COc1cc(=O)n(C)c2c(OC[C@@H](O)C(C)(C)O)cccc12	-4	-18%[24.8 µM]
Cc1ccc(S(=O)(=O)Nc2cc(S(=O)(=O)c3ccc(C)cc3)c(O)c3cccnc23)cc1	-20	u
CN(C)c1ncc2nc(CCc3ccccc3)c(=O)n(C[C@H]3CCCO3)c2n1	-3	13%
COCC(=O)N1CCC2(CCN(Cc3nccs3)CC2)CC1	1	3%
c1nc(N2CCNCC2)c2cc(-c3ccoc3)ccc2n1	2	9%
CO[C@H]1COC(=O)[C@@H](C)COC(=O)[C@H](C)NC(=O)C/C=C\[C@H]1C	1	15%[11.7 µM]
CC(C)=CCC/C(C)=C/CC/C(C)=C/CC/C(C)=C/CC/C(C)=C/CC/C(C)=C/CC/C(C)=C/CC/C(C)=C/CC/C(C)=C/CO	-3&5	3%&0%
CC(C)C[C@H](NC(=O)[C@H](Cc1ccccc1)NC(=O)CNC(=O)CNC(=O)[C@@H](N)Cc1ccc(O)cc1)C(=O)N[C@@H](CCCN=C(N)N)C(=O)N[C@@H](CCCN=C(N)N)C(=O)N[C@@H](CCC(N)=O)C(=O)N[C@@H](Cc1ccccc1)C(=O)N[C@@H](CCCCN)C(=O)N[C@H](C(=O)N[C@H](C(=O)N[C@H](C(=O)O)[C@@H](C)O)C(C)C)C(C)C	-2	-1%
O=C(Oc1ccccc1)N1CCC2(CC1)CCN(c1ncccn1)CC2	-2	-5%
FC(F)(F)c1ccccc1-c1nc(NCc2cccs2)c2ccccc2n1	-3	u
COc1ccc(NC(=O)c2cc(OCCCN(C)C)nn2Cc2ccccc2)cc1	0	-13%
CC(C)(C)OC(=O)NCCCC1=CC2=CC(=O)C(C)(OC(=O)c3ccc(Cl)nc3)C(=O)C2=CO1 (centres undefined)	-16	u
CC(C)=CCC/C(C)=C/CO/N=C1/[C@H]2O[C@@H]2[C@@H](O)[C@H]2[C@H]1CCn1c(=O)n(Cc3cc4c(cc3Cl)OCO4)c(=O)n12	-3	-12%[11.7 µM]
COc1ccc(-c2nc3cnc(Oc4cccc(Cl)c4)nc3n(C[C@H]3CCCO3)c2=O)cc1	0	10%
CCc1c(C)[nH]c2c1C(=O)[C@H](CN1CCOCC1)CC2	0	-1%[24.8 µM]
COc1cccc(-c2cc(NCc3cnc(C)cn3)ncn2)c1	1	-2%
COc1cccc(Cn2c(=O)c(-c3ccc(F)cc3)nc3cnc(N4CCOCC4)nc32)c1	1	u
O=c1c(O)c(-c2ccc(O)cc2)oc2cc(O)ccc12	-3	u
COCCn1c(=O)c(CCc2ccccc2)nc2cnc(OC)nc21	1	0%
CC[C@H](C)[C@@H]1NC(=O)[C@H](Cc2ccc(O)cc2)NC(=O)[C@@H](N)CSSC[C@@H](C(=O)N2CCC[C@H]2C(=O)N[C@@H](CC(C)C)C(=O)NCC(N)=O)NC(=O)[C@H](CC(N)=O)NC(=O)[C@H](CCC(N)=O)NC1=O	2	-7%
COCCn1c(=O)c(-c2cn(C)c3ccccc23)nc2cnc(OCc3ccccc3)nc21	2	15%
COCC(=O)N1CCC2(CCCN(c3ncccn3)C2)CC1	1	-7%
CN(C)CCCO[C@H]1[C@@H]2OC(C)(C)O[C@@H]2O[C@@H]1[C@H](O)CO	0	6%[24.8 µM]
N#CCCn1c(=O)c(-c2cccs2)nc2cnc(Nc3ccccc3)nc21	0	u
COc1cccc(Cn2c(=O)c(-c3ccccc3)nc3cnc(N(C)C)nc32)c1	-15	-12%
Nc1nc2[nH]c(=O)[nH]c2c(=O)[nH]1	2	2%
Cc1noc(C)c1C(=O)N1CCC2(CCN(Cc3cc(C(F)(F)F)cc(C(F)(F)F)c3)CC2)CC1	-2	-7%
Cc1nn(-c2ccccc2)c(NC(=O)NS(=O)(=O)c2ccc(Cl)cc2)c1C#N	4	7%
CNc1ncnc2c1ncn2[C@H]1C[C@H](OP(=O)(O)O)[C@H](COP(=O)(O)O)O1	1	3%[24.8 µM]
CCCCCCCCCCCCCCCC(=O)OCC(COP(=O)(O)O)OC(=O)CCCCCCCCCCCCCCC (centres undefined)	0	-6%
O=c1c(-c2ccccc2)nc2cnc(N3CCOCC3)nc2n1Cc1ccc(F)cc1	2	-6%
O=c1c(-c2ccc(Cl)cc2)nc2cnc(Oc3ccccc3)nc2n1C1CC1	-1	1%
COCCn1c(=O)c(-c2ccccc2)nc2cnc(Oc3ccccc3)nc21	-2	-2%
Cc1ccccc1-c1ccc(C(=O)O)s1	2	-6%[138 µM]
COCCn1c(=O)c(-c2ccc(OC)cc2)nc2cnc(OC)nc21	-3	6%
CCCCC/C=C\C/C=C\C/C=C\C=C\C(=O)CCCC(=O)O	1	4%
CS(=O)(=O)N1CCC[C@@]2(CCN(c3ccccn3)C2)C1	-1	1%
OC1c2ccccc2N=C2CCCN21 (centres undefined)	0	-7%
COc1ccccc1-c1nc(N2CCN(C)CC2)c2ccccc2n1	0	-19%
Cc1ccccc1-c1cc(NCCN2CCOCC2)ncn1	0	-8%
Clc1ccc([C@H](Cn2ccnc2)OCc2csc3c(Cl)cccc23)c(Cl)c1	-1	-4%[24.8 µM]
CN1CCN(c2ncc3nc(-c4cccc(C#N)c4)c(=O)n(C[C@H]4CCCO4)c3n2)CC1	-5	4%
O=S(=O)(c1ccccc1)N1CCC[C@@]2(CCN(c3ncccn3)C2)C1	1	6%
COc1ccc(Oc2ncc3nc(-c4ccc(OC)cc4)c(=O)n(CCC#N)c3n2)cc1	4	6%
CC(C)=CCC/C(C)=C/CO/N=C1/C[C@@H](O)[C@@H](O)[C@@H]2[C@H]3C(=O)N(c4ccc(F)cc4F)C(=O)[C@@H]3CC[C@@H]12	0	-7%[11.7 µM]
CC(C)C[C@H](NC(=O)[C@H](Cc1cnc[nH]1)NC(=O)[C@@H](N)Cc1cnc[nH]1)C(=O)NCC(=O)NCC(=O)N[C@@H](C)C(=O)N[C@@H](CCCCN)C(=O)N[C@@H](CCC(N)=O)C(=O)N[C@@H](C)C(=O)NCC(=O)N[C@@H](CC(=O)O)C(=O)N[C@H](C(=O)O)C(C)C	-4	2%
CC(C)NC(=O)N1CCCC2(CCN(C(=O)c3csnn3)CC2)C1	0	8%
CC(C)CN1CCC2(CC1)CCN(C(=O)c1cccc(F)c1)CC2	-2	9%
c1ccc(-c2nc(-c3ccccc3)c(NC3CCCCC3)o2)cc1	3	-6%
O=Nc1c(O)[nH]c2c(Cl)c(Cl)ccc12	-1	8%
C=C1C(N)CC2CC1C2(C)C (centres undefined)	0	-1%
O=c1c(-c2cccc(Cl)c2)nc2cncnc2n1Cc1ccccc1Cl	1	18%

Next records:
SMILES	Coupling enz	Menin-MLL TR inh
NCCCNCCCCNCCCNC(=O)CCc1ccc(O)cc1	-1	-13%[11.7 µM]
Cc1ccc(C(=O)[C@@H]2[C@H]3C4COC(O4)C(=O)[C@@H]3[C@H]3C=Cc4ccccc4N32)cc1 (some centres undefined)	-19	u
COc1ccc(C=C2c3ccccc3C(=O)c3ccccc32)cc1O	0	40%[activator]
COc1ccc(NC(=O)N2CCCC3(CCN(C(=O)c4cccc(F)c4)CC3)C2)cc1	1	6%
CN(CC[C@@H](Oc1ccc(-c2ccccc2)cc1)c1ccc(F)cc1)CC(=O)O	-8	-3%[24.8 µM]
CN(C)C(=O)c1ccc(-c2nc(N(C)C)c3ccccc3n2)cc1	-12	u
C=C(C)C(=O)OC[C@@H]1CCC[N@+]2(C)CCCCC12 (some centres undefined)	-4	-12%
N[C@@H](C(=O)O)c1ccc(C(=O)O)c(O)c1	2	4%[24.8 µM]
O=C(c1csnn1)N1CCC2(CC1)CN(c1ccccn1)C2	-2	-27%
COC(=O)[C@H](Cc1ccccc1)NC(=O)C/C=C\[C@@H](C)[C@@H](CO)OC	2	2%[11.7 µM]
COc1ccc(-c2nc3cnc(Nc4cccc(OC)c4)nc3n(C3CC3)c2=O)cc1	-5	46%[activator]
C[C@@H]1OC(Oc2ccccc2-c2cc(=O)c3c(O)cc(O)c([C@@H]4O[C@H](CO)[C@@H](O)[C@H](O)[C@H]4O)c3o2)[C@H](O)[C@H](O)[C@H]1O (some centres undefined)	2	7%
NC(CCC(=O)N[C@@H](CS)C(=O)NCC(=O)O)C(=O)O (some centres undefined)	-1	0%

One compound at a time (already shown). Screens in order: Coupling enz	Menin-MLL TR inh
`Cc1ccc(S(=O)(=O)Nc2cc(S(=O)(=O)c3ccc(C)cc3)c(O)c3cccnc23)cc1` reads -20	u
`O=C(c1csnn1)N1CCC2(CC1)CN(c1ccccn1)C2` reads -2	-27%
`CC(C)=CCC/C(C)=C/CC/C(C)=C/CC/C(C)=C/CC/C(C)=C/CC/C(C)=C/CC/C(C)=C/CC/C(C)=C/CC/C(C)=C/CO` reads -3&5	3%&0%
`NC(CCC(=O)N[C@@H](CS)C(=O)NCC(=O)O)C(=O)O` (some centres undefined) reads -1	0%
`CC(C)(C)OC(=O)NCCCC1=CC2=CC(=O)C(C)(OC(=O)c3ccc(Cl)nc3)C(=O)C2=CO1` (centres undefined) reads -16	u
